# Screening results from PubChem BioAssay.
# cardiac RTF act: cardiac RTF calcium sensitization. P19429+P45379. IANBD-labeled TnC RTF fluorescence at EC20 calcium; 0% EC20 calcium, 100% full calcium. activation, % at 7.2 µM. 340,000 compounds, 0.24% hits;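 active means activation above the mean over all tested compounds plus 3 SD, cut at about 30% in these data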;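 further: rise in fluorescence read as greater calcium sensitivity of cardiac thin filaments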
# OPRM1-OPRD1 ag: agonists of human mu-delta opioid receptor heterodimerization | P35372+P41143 | 340,000 compounds, 0.3% hits | activation, % at 9.3 µM | cells, OPRM1-OPRD1 heterodimerization, luminescence; in the data active means activation above about 18%;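 further: 0% = vehicle-treated cells and 100% = reference agonist; values of inactives mirror those of a sister screen read the other way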
# MOR-DOR inv ag: inverse agonists of human mu-delta opioid receptor heterodimerization | P35372+P41143 | cell-based MOR-DOR heterodimer luminescence, inverse agonism | inhibition, % at 9.3 µM | 340,000 compounds, 0.21% hits; in the data active means inhibition above about 22%, passing the limit was not always enough;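 further: 0% = cells with DMSO and 100% = wells without cells with DMSO; values of inactives mirror those of a sister screen read the other way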
# C-LANA FP: inhibitors of KSHV LANA C-terminal domain DNA binding; inhibition, % at 9 µM; 340,000 compounds, 0.078% hits; MBP-C-LANA/FAM-LBS DNA binding, fluorescence polarization;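 active means highest replicate inhibition at or above 60% at 9 µM, even if other replicates fall short; inactive means all replicates below 60% inhibition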;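 further: 0% = neutral control wells and 100% = 4 µM acridine orange control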
# HTR5A ag ctr: activates human HTR5A in OPRM1-OPRD1 agonist counter-screen; P47898; HTR5A agonist assay, luminescence, cell-based; activation, % at 9.3 µM; 340,000 compounds, 0.61% hits; AID 504692; in the data active means activation mostly above about 9.5%, no sharp cut-off; inactive means mostly below about 7.6%;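 further: 0% = cells with vehicle only and 100% = reference agonist; strong numbers were not always called active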
# Target sequence (P47898 whole entry, looked up): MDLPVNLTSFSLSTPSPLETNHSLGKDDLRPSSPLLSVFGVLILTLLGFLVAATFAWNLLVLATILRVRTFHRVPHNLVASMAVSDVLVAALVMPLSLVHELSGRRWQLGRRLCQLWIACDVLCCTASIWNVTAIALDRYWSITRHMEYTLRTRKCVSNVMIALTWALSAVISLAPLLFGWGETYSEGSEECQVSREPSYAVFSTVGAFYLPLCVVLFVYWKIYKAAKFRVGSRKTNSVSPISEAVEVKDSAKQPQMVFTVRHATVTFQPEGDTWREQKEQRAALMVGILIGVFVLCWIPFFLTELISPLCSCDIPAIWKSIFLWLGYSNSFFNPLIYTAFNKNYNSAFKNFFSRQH
# CAL PDZ FP: CAL PDZ (human) peptide binding inhibition | inhibition, % at 24.9 µM | 300,000 compounds, 0.92% hits | purified CAL PDZ, TMR-peptide fluorescence polarization, 1 h | Q9HD26;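 active means mean inhibition of at least 30% with at least half of replicates also reaching 30%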;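 further: 0% = DMSO neutral control and 100% = excess unlabeled competitor peptide PRC23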
# V-ATPase pHluor: regulators of yeast V-ATPase proton transport. S. cerevisiae, pHLuorin cytosolic pH fluorescence. 350,000 compounds, 0.37% hits. response, % at 10 µM; in the data active means response mostly above about 7.3%, no sharp cut-off; inactive means mostly below about 5.4%; further: actives read high; inactives centre near 0; some compounds called inactive have numbers as strong as hits; reference of the scale not given here
# HTR5A inv ctr: counter-screen for OPRM1-OPRD1 inverse agonists: human HTR5A inverse agonism; inhibition, % at 9.3 µM; 340,000 compounds, 0.083% hits; HTR5A cell line, luminescence; in the data active means inhibition mostly above about 23%, no sharp cut-off; inactive means mostly below about 18%;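 further: 0% = cells with DMSO and 100% = no-cell wells with DMSO; some compounds called inactive have numbers as strong as hits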
# Keap1 Nrf2 FP: disrupts human Keap1 binding to Nrf2 peptide | Keap1 Kelch-Nrf2 peptide fluorescence polarization, 1536-well | inhibition, % at 9.4 µM | 340,000 compounds, 0.15% hits; in the data active means inhibition above about 12%;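 further: human Keap1 Kelch domain with fluorescein labeled Nrf2 9mer peptide probe; 0% = neutral control wells and 100% = peptide positive control; higher means more block of Keap1 binding to Nrf2 peptide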
# Target sequence (Q14145 whole entry, looked up, the tested form may be a part): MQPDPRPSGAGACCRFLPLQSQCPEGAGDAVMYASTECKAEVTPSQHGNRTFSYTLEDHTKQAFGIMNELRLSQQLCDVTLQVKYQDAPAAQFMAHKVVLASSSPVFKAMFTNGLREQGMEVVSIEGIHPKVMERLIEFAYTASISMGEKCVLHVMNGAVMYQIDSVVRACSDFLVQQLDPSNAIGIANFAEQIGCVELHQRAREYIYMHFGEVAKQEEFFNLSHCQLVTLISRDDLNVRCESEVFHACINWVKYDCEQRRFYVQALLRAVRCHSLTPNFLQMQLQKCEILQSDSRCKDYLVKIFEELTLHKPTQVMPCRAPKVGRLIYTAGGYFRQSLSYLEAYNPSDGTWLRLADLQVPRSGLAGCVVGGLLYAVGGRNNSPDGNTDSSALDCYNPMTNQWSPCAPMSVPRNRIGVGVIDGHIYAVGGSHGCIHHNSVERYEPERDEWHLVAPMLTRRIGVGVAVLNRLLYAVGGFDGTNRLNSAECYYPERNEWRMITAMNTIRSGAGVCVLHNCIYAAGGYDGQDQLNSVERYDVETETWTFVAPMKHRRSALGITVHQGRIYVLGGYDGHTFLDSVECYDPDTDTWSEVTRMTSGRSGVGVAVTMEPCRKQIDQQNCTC
# Cardiac RTF inh: cardiac RTF calcium desensitization; AID 493244; inhibition, % at 7.15 µM; IANBD-labeled cardiac RTF, Ca2+ fluorescence; 340,000 compounds, 0.12% hits; P19429+P45379;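 active means inhibition above the mean inhibition of all tested compounds plus 3 SD, cut at about 17% in these data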;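 further: assay run at fixed EC70 calcium of 1.6 mM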
# Numbers without * were called inactive; i = inactive; x = not tested or not shown.
SMILES,cardiac RTF act,OPRM1-OPRD1 ag,MOR-DOR inv ag,C-LANA FP,HTR5A ag ctr,CAL PDZ FP,V-ATPase pHluor,HTR5A inv ctr,Keap1 Nrf2 FP,Cardiac RTF inh
COc1cccc(N2C(=O)CC(N3CCN(S(=O)(=O)c4ccccc4)CC3)C2=O)c1 (configuration not stated),3,-1.0,6,-2.7,2,-1,3,1,-1,-7
S=C(NCc1ccccc1)N1CCN(c2cccc(Cl)c2)CC1,0,0.1,0,-0.3,-3,-4,2,7,0,-8
CCc1ccc(NC(=O)COc2ccc(/C=C(/C#N)c3nc4ccccc4[nH]3)cc2OC)cc1,8,8.2,-43,3.3,5,-5,-13,-19,-2,0
COc1ccc(N2Cc3ccccc3C2=NC(=O)c2cncc(Br)c2)cc1,-6,-0.2,1,1.2,-5,-3,0,13,-1,6
Cc1sc2ncnc(N3CCC(C(=O)Nc4ccccc4C(C)(C)C)CC3)c2c1C,-20,-1.1,7,0.4,1,-5,0,8,-5,-11
CC1CC(C)CN(CCCNC(=O)c2ccc3c(c2)NC(=O)CS3)C1 (configuration not stated),0,-1.7,9,-0.6,3,-1,0,-1,-5,1
COCCC(=O)N1CCC(Oc2ccc(C(=O)NCCn3cccn3)cc2)CC1,-5,-4.0,22,1.4,-2,-1,2,-19,-1,-1
CCCCOc1ccc2c(c1)/C(=C(\C(Cl)=C(Cl)Cl)[N+](=O)[O-])N2,-2,-5.3,25,4.2,1,-1,4,-12,3,6
O=C(O)CN(C1CCCCC1)S(=O)(=O)c1ccc(F)cc1,-1,-1.8,10,1.0,3,-1,4,-8,-2,2
COC(=O)c1c(NC(=O)CSc2ccccc2N)sc(C)c1C,0,-1.1,6,-0.2,8,-4,-1,7,0,1
Cc1nn(CCC(=O)NNC(=S)Nc2ccc([N+](=O)[O-])cc2)c(C)c1[N+](=O)[O-],3,-4.5,24,-1.3,0,x,0,8,1,3
Cn1c(=O)c2c(nc(CN3CCc4ccccc4C3)n2Cc2ccc(Cl)cc2)n(C)c1=O,7,0.3,-2,0.9,-6,-3,0,14,-3,-2
O=C(CS(=O)(=O)c1ccccc1)N1CCCCCC1,2,-1.9,8,-2.0,-5,2,4,12,-1,-2
COc1cnc(-c2ccccn2)nc1N(C)C,0,-0.8,4,-3.5,2,73*,-1,-6,1,2
COC(=O)C(NC=O)C(O)(Cc1ccccc1)C(F)(F)F (configuration not stated),-3,0.2,-1,-1.2,0,-3,-5,-59,2,-1
Cc1ccc(-c2nn[nH]n2)cc1,-4,-2.5,15,0.9,4,-8,0,-8,-6,3
CCOC(=O)C1CCN(C(=O)COc2cccc(C)c2)CC1,0,0.3,-2,0.6,-1,-4,0,-33,-8,-14
COc1cccc(C(C(=O)NC2CCCCC2)N(C(=O)c2ccco2)c2ccccc2OC)c1 (configuration not stated),-1,0.7,-6,0.4,1,-2,-6,-4,-2,-7
Cc1ccc(NC(=O)c2ccc(Br)o2)c([N+](=O)[O-])c1,-1,-0.8,4,1.8,0,-3,2,-1,2,-1
CCNS(=O)(=O)c1c(C)cc(C)c(N(C)S(=O)(=O)c2ccccc2)c1C,1,-1.3,9,0.3,-4,-1,-2,12,-2,13
O=C1c2ccccc2C(=O)N1CC(=O)N1c2ccccc2CCc2ccccc21,2,-1.0,5,-0.4,-4,2,6,21,-2,-2
CN(CCO)S(=O)(=O)c1ccc2c(c1)C(=NNC(N)=O)c1cc(S(=O)(=O)N(C)CCO)ccc1-2,-2,0.8,-4,-10,1,-1,6,-4,-10,-9
O=C(NCc1ccccc1CN1CCCC1)c1cc2ccccc2o1,-2,-0.9,3,-0.5,5,-2,-1,-2,-5,-5
CCOc1ccc(/C=C2\CCCc3c2nc2ccccc2c3C(=O)O)cc1OC,767*,1.2,-7,148*,-2,2,4,7,114*,i
COc1ccc(OC)c(/C=N/NC(=O)c2cc(-c3ccc(C)o3)nc3ccccc23)c1,-5,-1.3,7,-0.5,0,-2,9,3,-2,0
O=C(NNC1=C(C(=O)C(F)(F)F)CCC1)c1cccnc1,1,-1.8,10,-1.0,4,-2,2,-11,2,-10
O=C(Nc1ccc(Br)cn1)c1cccc(-c2cc3ccccc3oc2=O)c1,3,-0.8,4,0.0,2,-2,0,-6,0,-4
C/C(=N\Nc1ccc(S(=O)(=O)N2CCOCC2)cc1[N+](=O)[O-])C(C)C,0,2.5,-13,-0.5,0,5,2,1,-2,5
O=C(CN1CCN(c2ccccc2)CC1)Nc1cccc([N+](=O)[O-])c1,7,-2.1,10,-3.0,5,-3,4,-40,0,13
CC(C)(C)CNC(=O)c1cccc2c1C(=O)c1ccc(-c3cc4ccccc4o3)cc1S2(=O)=O,0,-3.0,14,4.1,-2,-3,1,-4,-5,-17
O=C(NC1CC2CCCC(C1)N2Cc1ccco1)NC12CC3CC(CC(C3)C1)C2 (configuration not stated),4,0.6,-3,-0.7,2,10,0,-26,1,-1
O=C(O)c1cccc(NC(=S)N/N=C/c2ccccn2)c1,-1,1.1,-7,2.4,4,-1,-2,-6,-4,0
C/C(=N\NC(=O)CC1N=C(Cc2ccccc2)NNC1=O)c1ccc(C)cc1 (configuration not stated),1,2.4,-13,-0.4,-3,-1,0,3,-2,2
Cn1ccc(NC(=O)Nc2ccc(Cl)cc2)n1,-2,-2.8,14,-0.1,-1,1,3,-11,-5,-5
CCOC(=O)c1sc(NC(=O)CSc2nc3c(c(-c4ccc(OC)cc4)c2C#N)CCCC3)c(C#N)c1C,2,-0.9,5,-0.8,3,-4,-2,-21,3,-6
O=C(Nc1nnc(COc2ccc(Cl)cc2)s1)C1CCCO1 (configuration not stated),-2,-1.7,8,5.8,-3,3,14,0,5,-1
O=C(CSc1ccc(Br)cc1)NC1CCS(=O)(=O)C1 (configuration not stated),-9,-0.4,2,0.4,-3,4,-3,-40,1,-4
COc1ccc(N2CCN(C(=S)Nc3ccc(C)cc3)CC2)cc1,3,-1.1,6,-1.0,4,x,-1,-27,-2,-7
CCOCCCn1cnc2c([nH]c3cc(OC)ccc32)c1=O,-3,-1.7,9,-1.2,-1,-3,-3,2,1,-6
COC(=O)c1cccc(NC(=O)CSc2nc(=O)cc(N)n2-c2ccccc2)c1,-1,-3.0,15,1.4,-2,x,0,-4,-3,-11

# Complete entries, looked up by structure. Screens in order: cardiac RTF act	OPRM1-OPRD1 ag	MOR-DOR inv ag	C-LANA FP	HTR5A ag ctr	CAL PDZ FP	V-ATPase pHluor	HTR5A inv ctr	Keap1 Nrf2 FP	Cardiac RTF inh
# `O=C(O)c1cccc(NC(=S)N/N=C/c2ccccn2)c1` across the screens: -1	1.1	-7	2.4	4	-1	-2	-6	-4	0
# `Cn1ccc(NC(=O)Nc2ccc(Cl)cc2)n1` across the screens: -2	-2.8	14	-0.1	-1	1	3	-11	-5	-5

# Records listed so far that bear a hit mark in CAL PDZ FP.
smiles | OPRM1-OPRD1 ag | MOR-DOR inv ag | C-LANA FP | CAL PDZ FP | V-ATPase pHluor | Keap1 Nrf2 FP
COc1cnc(-c2ccccn2)nc1N(C)C | -0.8 | 4 | -3.5 | 73* | -1 | 1

# The list goes on.
SMILES,cardiac RTF act,OPRM1-OPRD1 ag,MOR-DOR inv ag,C-LANA FP,HTR5A ag ctr,CAL PDZ FP,V-ATPase pHluor,HTR5A inv ctr,Keap1 Nrf2 FP,Cardiac RTF inh
CCOC(=O)Cn1nnnc1C(CC)N(Cc1cc2ccc(C)cc2[nH]c1=O)C1CCCC1 (configuration not stated),-6,-1.4,8,-0.7,-2,-3,3,7,2,-7
Cc1ccc(OCc2ccc(C(=O)Nc3nc4ccccc4n3C)o2)c([N+](=O)[O-])c1,2,1.2,-6,3.3,3,-1,-2,10,1,-3
O=C(COc1ccc(Cl)cc1)NCc1nnc(SCC(=O)NCC2CCCO2)o1 (configuration not stated),-3,1.5,-9,0.5,4,2,1,-26,-6,-13
Cn1cc(CNC(=O)C2c3ccccc3Oc3ccccc32)cn1,9,-0.9,5,-1.0,0,-3,-4,7,0,2
Cc1ccc(NC(=S)N2CCN(C(=O)c3ccccc3)CC2)c(C)c1,-1,0.1,0,1.9,-6,x,-1,-10,-3,-8
CC[C@]12c3[nH]c4ccc(OC)cc4c3CCN1C(=O)C(CC(=O)NCCc1ccccn1)C[C@@H]2C(=O)N1CCN(C(=O)C2CC2)CC1 (some centres not stated),1,-2.8,14,-2.6,3,-4,-2,-11,-1,-5
CC1Cc2ccccc2N1C(=O)CCS(=O)(=O)c1ccc2c(c1)NC(=O)CS2 (configuration not stated),6,-2.2,11,0.0,0,-1,3,13,-8,0
COc1cc(/C=N/NC(=O)c2cccnc2)ccc1OCC(=O)Nc1c(C)cc(C)cc1C,-6,-0.1,0,-0.4,-3,-9,0,9,-5,-11
O=c1oc(-c2cc3ccccc3o2)nc2sc3c(c12)CCCC3,-7,2.9,-17,0.8,1,1,2,-7,-6,-9
C/C(=N\NC(=O)c1cccnc1)c1ccc(C)c([N+](=O)[O-])c1,6,-2.1,11,1.8,-3,5,-1,8,-2,-9
O=C(CC1C(=O)NCCN1Cc1ccccn1)NCCc1ccccc1F (configuration not stated),-1,-0.9,5,1.1,2,-3,-1,-10,-5,-1
COc1ccc(N2CCN(C(c3cccs3)C(C)NC(=O)C(=O)N3CCCC3)CC2)cc1 (configuration not stated),1,-0.6,3,-0.7,3,-4,1,-12,-7,-9
CCOC(=O)c1cccc(S(=O)(=O)N2CCOCC2)c1,8,-3.1,16,1.4,-2,-2,-2,5,-1,2
COc1cc2c(cc1OC)CN(C(C)C(=O)Nc1ccc(NC(C)=O)cc1)CC2 (configuration not stated),1,-1.7,8,-1.7,7,x,-4,-16,-1,0
CC(CCN1CCC(CN2C(=S)NCC2Cc2ccccc2)CC1)c1ccccc1 (configuration not stated),1,-0.7,3,-1.7,-3,0,0,10,0,-1
Cc1nn(CC(=O)OCC(=O)NC(C)c2ccccc2)c(C)c1[N+](=O)[O-] (configuration not stated),-1,-0.3,2,-0.2,3,-1,2,-26,-5,-1
CC(C)[C@H]1COCCS(=O)(=O)N1Cc1ccccc1,-3,-1.3,7,-0.9,1,-3,-2,7,3,-1
CCOc1ccc(NC(=O)CN(C)C(=O)C2COc3ccccc3O2)cc1OCC (configuration not stated),-4,-1.9,10,-0.6,0,x,7,0,-3,-7
COc1n[nH]c2nncnc12,-5,-2.5,15,0.4,-3,-4,0,-39,-3,-7
COc1ccc(COc2ccsc2C(=O)Nc2ccc(Cl)c(Cl)c2)cc1,-9,-0.4,2,1.1,-6,-6,0,-51,-6,1
Cc1ccc(Nc2nc(CSc3nnc(-c4ccncc4)n3C)cs2)cc1,5,-2.8,15,-1.8,-4,2,-6,-14,-3,0
CCN(CC)S(=O)(=O)c1cccc(-c2n[nH]c(=S)n2C)c1,-1,1.4,-7,-0.2,4,2,3,-9,-3,-5
O=[N+]([O-])c1ccc(Nc2ccc3ccccc3c2)nc1,-2,2.2,-13,-1.6,-2,5,1,5,-1,-2
COc1ccc2cc3c(N)nn(C(=O)Cc4ccccc4OC)c3nc2c1,1,-1.9,11,0.3,7,x,2,-22,0,-3
C/C(=N/NC(=O)c1ccc2c(c1)OCO2)c1cccc(NC(=O)C(C)(C)C)c1,13,-2.1,12,-1.8,0,2,6,-4,-7,-9
Cc1cccc(C(C)C)c1NC(=O)c1ccc(COc2ccc3c(C)cc(=O)oc3c2)cc1,-6,-2.0,10,1.2,0,0,2,4,-3,-7

# No enrichment for hits; 2.8% or so of the library scored in one or more.
